CHRM4 antagonist = blocks acetylcholine activation of human M4 receptor. CHO-hM4 cells, ACh EC80, Fluo-8 calcium fluorescence. inhibition, % at 3 µM. P08173. 360,000 tested, 0.73% active. AID 624125;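 active means inhibition above its plate's cutoff, the mean inhibition of sample wells plus 3 SD, cut at about 27% in these data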;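 further: 0% = acetylcholine EC80 with DMSO and 100% = DMSO without agonist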
Target sequence (P08173 whole entry, looked up): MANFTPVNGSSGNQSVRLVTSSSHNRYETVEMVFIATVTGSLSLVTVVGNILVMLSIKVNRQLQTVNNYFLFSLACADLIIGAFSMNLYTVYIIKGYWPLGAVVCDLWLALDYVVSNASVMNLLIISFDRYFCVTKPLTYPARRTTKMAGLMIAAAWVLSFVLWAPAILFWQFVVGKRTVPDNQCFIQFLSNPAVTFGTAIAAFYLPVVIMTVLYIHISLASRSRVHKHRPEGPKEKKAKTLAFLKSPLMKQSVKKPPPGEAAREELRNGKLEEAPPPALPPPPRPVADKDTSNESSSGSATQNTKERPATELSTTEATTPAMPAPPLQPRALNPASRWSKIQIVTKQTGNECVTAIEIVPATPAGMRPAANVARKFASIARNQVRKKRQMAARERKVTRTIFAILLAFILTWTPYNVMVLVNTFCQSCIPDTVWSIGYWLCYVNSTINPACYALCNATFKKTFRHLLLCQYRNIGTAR
M5 PAM = positive allosteric modulators of human muscarinic M5 receptor | activation, % at 3 µM | 360,000 tested, 0.3% active | CHO-K1 hM5, Fluo-8 calcium, ACh EC20 PAM; 0% = ACh EC20, 100% = ACh EC100;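 active means activation above the run cutoff, the mean activation of all test compounds plus 3 SD, cut at about 18% in these data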
Target sequence (P08912 whole entry, looked up): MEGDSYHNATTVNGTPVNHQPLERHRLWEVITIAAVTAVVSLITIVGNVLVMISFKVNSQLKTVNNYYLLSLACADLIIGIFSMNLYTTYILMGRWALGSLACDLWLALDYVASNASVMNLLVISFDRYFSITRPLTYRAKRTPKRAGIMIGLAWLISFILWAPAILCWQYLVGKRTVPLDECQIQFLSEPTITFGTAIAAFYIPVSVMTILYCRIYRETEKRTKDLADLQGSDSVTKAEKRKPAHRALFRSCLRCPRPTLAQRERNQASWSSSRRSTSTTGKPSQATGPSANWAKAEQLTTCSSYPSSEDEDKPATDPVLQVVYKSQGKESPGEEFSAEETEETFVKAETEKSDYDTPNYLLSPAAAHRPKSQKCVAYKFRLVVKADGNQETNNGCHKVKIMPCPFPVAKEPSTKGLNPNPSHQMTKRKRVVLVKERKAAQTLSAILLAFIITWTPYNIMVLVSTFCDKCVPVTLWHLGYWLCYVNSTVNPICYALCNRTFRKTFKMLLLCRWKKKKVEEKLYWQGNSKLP
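System – CHO-K1 hM5 cells · Compound – 3 µM, single dose · Incubation – compound preincubation 140 s before EC20 acetylcholine addition · Technique – Fluo-8 calcium fluorescence · Measure – Max/basal fluorescence ratio as % of EC20–EC100 ACh window · Benchmarks – low control EC20 acetylcholine (0%), high control EC100 acetylcholine (100%) · Replication – singlicate, one well per test compound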
CHO-K1 Ca antag = nonselective inhibitor or artifact in parental CHO-K1 cells; ATP-induced calcium, Fluo-8 fluorescence; inhibition, % at 3 µM; 360,000 tested, 0.6% active; AID 602250;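 active means inhibition above a per-plate cutoff, the plate's mean sample inhibition plus 3 SD, cut at about 24% in these data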;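 further: 0% = DMSO plus EC80 ATP and 100% = DMSO alone without ATP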
CHRM4 PAM = positive allosteric modulators of human muscarinic M4 receptor; P08173; CHO-K1 hM4/Gqi5, Fluo-8 calcium fluorescence, ACh EC20; 0% = ACh EC20, 100% = maximal ACh; activation, % at 3 µM; 360,000 tested, 0.4% active;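 active means activation above its plate's cutoff, the mean activation of sample wells plus 3 SD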; further: some results filed as inactive read as strong as hits
CHO-K1 Ca PAM = counter-screen for M1 PAMs: effect in parental CHO-K1 cells | ATP EC20, Fluo-8 calcium fluorescence; 0% at ATP EC20, 100% at ATP max | activation, % at 3 µM | 360,000 tested, 0.02% active | AID 602247;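 active means activation above the run cutoff, the mean activation of all test compounds plus 3 SD, cut at about 40% in these data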;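 further: peak over basal fluorescence ratio in a 140 s read after ATP addition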
M5 ag = agonists of human muscarinic M5 receptor (CHRM5); P08912; CHO-K1 hM5 cells, Fluo-8 calcium fluorescence; 0% DMSO wells, 100% maximal acetylcholine response; activation, % at 3 µM; 360,000 tested, 0.19% active; AID 624037;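 active means activation above the run's mean over test compounds plus 3 SD, cut at about 23% in these data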;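 further: signal is peak over basal fluorescence ratio across the kinetic read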
M5 antag = CHRM5 antagonism in calcium assay | P08912 | CHO-hM5 cells, Fluo-8 calcium fluorescence, ACh EC80 | inhibition, % at 3 µM | 360,000 tested, 0.59% active | AID 624040;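 active means inhibition above a per-plate cutoff, the mean of that plate's test compounds plus 3 SD, cut at about 27% in these data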;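 further: 0% = acetylcholine EC80 with DMSO and 100% = DMSO without agonist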
M1 ag parental = M1 agonist counterscreen hit in parental CHO-K1 cells | 360,000 tested, 0.48% active | Fluo-8 calcium fluorescence; scaled to maximal ATP response, vehicle zero | activation, % at 3 µM | AID 602248; in the data active means activation above about 15%;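 further: untransfected CHO-K1 host cells lacking M1 receptor as counterscreen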
M4 ag = CHRM4 agonism in calcium assay; P08173; CHO-K1 hM4/Gqi5, Fluo-8 calcium fluorescence; vehicle 0%, full acetylcholine response 100%; activation, % at 3 µM; 360,000 tested, 0.14% active; AID 624127;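 active means activation above the run mean over all test wells plus 3 SD, cut at about 32% in these data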;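 further: peak over basal fluorescence ratio per well then scaled between controls; 0% = DMSO wells and 100% = acetylcholine at EC100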
* marks the source's active call; other numbers are inactive results.

SMILES	CHRM4 antagonist	M5 PAM	CHO-K1 Ca antag	CHRM4 PAM	CHO-K1 Ca PAM	M5 ag	M5 antag	M1 ag parental	M4 ag
COCC#Cc1ccc2c(c1)O[C@@H](CN(C)S(=O)(=O)c1cccc(F)c1)[C@@H](C)CN([C@H](C)CO)S2(=O)=O	-2	-1	0	-1	13	0	0	1.7	8
CCOC(=O)N1CCN(C(=O)CSc2nnc(COc3ccc(Cl)cc3)o2)CC1	-1	-7	0	6	16	7	2	2.2	4
Cc1ccc(NC(=O)CN(C)C(=O)CCCN2C(=O)c3ccccc3C2=O)cc1	-2	-7	-4	3	10	-1	2	1.1	3
OCC1CCCCN1C(=S)NCc1ccco1 (configuration not stated)	4	7	-12	-8	4	-8	-6	0.6	1
COc1cccc(NC(=O)COC(=O)C2=NN(c3ccccc3)C(=O)CC2)c1	-1	-5	-10	-1	20	3	21	0.2	2
O=C(Nc1ccc(F)cc1F)N1CCN(C(=O)c2ccco2)CC1	-3	-1	-21	2	19	-1	1	1.1	1
O=C(CN1CCCCC1)N1N=C(c2cccs2)CC1c1cccs1 (configuration not stated)	45*	-20	-2	-18	17	-10	38*	0.5	1
Nc1ccc(Oc2cc(N)cc(Oc3ccccc3)c2)cc1	8	-4	8	-5	24	3	2	0.5	-1
Cc1cc(N2CCCC2=O)cc(C)c1S(=O)(=O)NCCOc1ccc(C(C)(C)C)cc1	28*	-26	27*	-17	5	2	33*	14	12
O=C1NC(Cc2c[nH]c3ccccc23)C(=O)N1CCOc1ccc(F)cc1 (configuration not stated)	11	1	-13	3	15	3	-3	1.1	5
CCOc1cc(CNc2ccc(O)cc2)cc(Br)c1OCc1ccccc1F	-10	0	-10	24	6	-5	-3	-0.4	-3
CC(C)(C)C(=O)CSc1nc2ncc(Br)cc2[nH]1	-3	-4	-5	0	17	-4	5	3.0	5
COCCSc1ccccc1C(=O)N1CCN(Cc2ccc3c(c2)OCO3)CC1	-2	-2	-12	1	19	0	8	1.0	1
CCCN(CC(=O)Nc1ccc(Cl)cc1Cl)C(=O)CC(NC(C)=O)c1ccccc1 (configuration not stated)	10	6	4	-4	-20	-2	2	0.4	1
COc1ccc(-c2ccc3c(c2)c(C#Cc2ccsc2)c(-c2cc(OC)cc(OC)c2)n3C)cc1	1	-5	-7	9	-2	-1	4	-0.4	1
COc1cc(CCC(=O)N2CCN(S(=O)(=O)c3ccc(C)c(C)c3)CC2)cc(OC)c1OC	8	-4	-9	-9	10	-3	7	-0.2	0
CCOC(=O)c1nnsc1C(OC)Oc1ccccc1 (configuration not stated)	2	2	-6	5	-13	-3	15	-0.6	-1
Clc1cccc(CNc2ccn3nc(-c4cccs4)cc3n2)c1	-9	5	-7	7	21	5	0	0.6	3
O=C(CSc1nc(O)cc(=O)[nH]1)N1c2ccccc2CCc2ccccc21	-6	-1	4	-5	-1	-1	9	-0.5	0
CCN(CC(=O)Nc1ccc2c(c1)OCCO2)Cc1cc(=O)n2ccsc2n1	-6	1	-3	-6	6	3	5	2.7	13
CCC(C)[C@H](NC(=O)[C@@H]1Cc2ccccc2CN1)C(=O)NCc1ccc(OC)cc1 (some centres not stated)	-1	2	-5	2	13	0	1	0.5	2
CC(C)OC(=O)c1ccc(COC(=O)c2cnccn2)cc1	3	-4	-4	-5	20	0	0	1.0	2
COc1ccc(CCn2c(N)c(S(=O)(=O)c3cccs3)c3nc4ccccc4nc32)cc1OC	-6	-7	-4	4	9	2	8	2.3	10
CCOC(=O)c1cc(NC(=O)CNCC(c2ccccc2)N(C)C)cc(C(=O)OCC)c1 (configuration not stated)	4	-3	-15	-8	-7	0	11	1.4	3

Some entries already given, limited to CHRM4 antagonist.
SMILES | CHRM4 antagonist
COCCSc1ccccc1C(=O)N1CCN(Cc2ccc3c(c2)OCO3)CC1 | -2
CCOC(=O)c1nnsc1C(OC)Oc1ccccc1 (configuration not stated) | 2

Continuation.
SMILES	CHRM4 antagonist	M5 PAM	CHO-K1 Ca antag	CHRM4 PAM	CHO-K1 Ca PAM	M5 ag	M5 antag	M1 ag parental	M4 ag
COc1ccc(OC)c2c(C)cc(N3CCN(C(=O)c4ccc(Cl)cc4)CC3)nc12	9	-12	-44	11	14	-3	6	1.8	10
COc1ccc(CNC(=O)CCN2C(=S)NC(C)(C)CC2C)cc1 (configuration not stated)	6	3	-9	-7	12	2	-5	0.8	0
CCCC(=Nc1ccccc1)C1=C(O)C(C(=O)OC)C(C)(C)CC1=O (configuration not stated)	-12	2	-22	1	18	3	-1	0.2	0
O=C1N(Cc2cccc(Cl)c2)C[C@@H]2C[C@@H](c3ccc4nonc4c3)N3CCC[C@@]123	14	-6	0	-10	-14	-6	13	-0.2	1
Cc1cc(OC(=O)c2cccc(Cl)c2)c([N+](=O)[O-])c(=O)[nH]1	0	1	-18	1	14	1	6	0.4	1
O=C(N/N=C/c1ccc2ncccc2c1)c1ccco1	2	0	2	-1	13	-3	8	0.6	1
Fc1ccc(CNc2ccn3nc(-c4ccccc4)cc3n2)cc1	-9	-2	4	-1	-6	2	0	0.5	4
COC(=O)[C@]1(Cc2ccccc2)N[C@H](CN(C)S(=O)(=O)c2ccc(OC(F)(F)F)cc2)[C@@H]2C(=O)N(Cc3ccccc3)C(=O)[C@@H]21	-11	-8	-14	7	10	1	9	0.2	0
N=c1sccn1CC(=O)Nc1ccccc1Sc1ccccc1	-9	-1	-12	-3	27	-9	-11	1.2	4
NC(=O)C1CCN(CCCNC2CC(=O)N(Cc3ccc(N4CCCC4=O)cc3)C2=O)CC1 (configuration not stated)	-7	-2	5	2	10	1	-2	1.7	1
O=C1CCc2cc(S(=O)(=O)NC3CCCCC3)cc3c2N1CC3	-19	-7	-9	7	14	2	1	0.6	2
CCOc1cccc(-c2nnc3sc(COc4ccc(C)cc4)nn23)c1	-2	-2	7	-7	-6	-1	1	0.5	1

Reprinted at random: 2 records from the list.
SMILES	CHRM4 antagonist	M5 PAM	CHO-K1 Ca antag	CHRM4 PAM	CHO-K1 Ca PAM	M5 ag	M5 antag	M1 ag parental	M4 ag
Cc1cc(N2CCCC2=O)cc(C)c1S(=O)(=O)NCCOc1ccc(C(C)(C)C)cc1	28*	-26	27*	-17	5	2	33*	14	12
COc1cccc(NC(=O)COC(=O)C2=NN(c3ccccc3)C(=O)CC2)c1	-1	-5	-10	-1	20	3	21	0.2	2

(more compounds)
SMILES	CHRM4 antagonist	M5 PAM	CHO-K1 Ca antag	CHRM4 PAM	CHO-K1 Ca PAM	M5 ag	M5 antag	M1 ag parental	M4 ag
COc1cccc(CNc2ccc3[nH]c(=O)[nH]c3c2)c1OCc1ccccc1	-15	4	-8	-1	19	-4	-2	2.1	8
CCOC(=O)C(C)n1cnc2c(cnn2-c2ccc(Cl)cc2)c1=O (configuration not stated)	4	-6	11	-4	-7	0	-1	0.3	1
COc1ccc(/C(C)=N/NC(=O)c2ccc(CSc3cccc4cccnc34)cc2)cc1OC	-9	0	-15	6	12	3	1	1.3	4
CC(=O)Nc1ccc(NC(=O)c2c(-c3ccccc3)noc2C)cn1	-8	-1	4	0	11	0	-5	0.3	5
Cc1cc(C)cc(OCC(=O)OCC(=O)N2CCc3ccccc32)c1	-16	4	12	-3	-17	-2	-3	9.9	2
COc1ccc(/C=C(\C#N)C(=O)Nc2cc(C)c(Cl)cc2OC)cc1O	3	3	-3	13	5	0	5	0.4	0
Cn1c(=O)cc(NCc2ccccc2)[nH]c1=O	-1	-6	-6	3	11	-4	2	0.5	0
O=C(NNC(=S)NC1CCCCC1)c1sc2ccccc2c1Cl	10	-11	18	-12	-9	-1	13	4.0	2
CN(C)c1ccc(C(CNC(=O)c2ccccc2)c2c[nH]c3ccccc23)cc1 (configuration not stated)	-8	-8	5	1	-2	-4	5	0.1	2
COc1ccc(C(CNC(=O)COc2ccccc2C)N2CCCCC2)cc1 (configuration not stated)	2	-1	-8	3	0	-7	6	0.1	1
N#CCOc1ccc(C2=NO[C@@H]3[C@@H]4C[C@@H]([C@H]5C(=O)N(c6ccc7c(c6)OCO7)C(=O)[C@@H]45)[C@H]23)cc1	0	2	-2	-2	26	-1	2	3.1	2
CC(C)CC1C(=O)N(Cc2cn(CCC3OCCCO3)nn2)CCS(=O)(=O)N1Cc1ccc(-c2ccc(F)cc2)cc1 (configuration not stated)	-12	2	21	0	-12	0	1	0.6	5
CC(NC(=S)NC1CCCCC1)c1ccccc1 (configuration not stated)	-15	-4	-1	2	6	-9	-8	4.0	4
CCN1CCN(c2nc3c(c(=O)[nH]c(=O)n3C)n2Cc2ccccc2)CC1	-7	14	5	0	-13	-5	-4	-0.5	1
CC(C(=O)NCCc1ccc(F)cc1)N1CCN(Cc2ccccc2)CC1 (configuration not stated)	-6	-1	4	0	-13	-6	-3	0.4	0
COc1cccc(CNC(=O)CCC2CCCN(C(=O)c3ccc(OC)o3)C2)c1 (configuration not stated)	3	6	-15	19	16	-6	8	0.4	1
COc1cccc(-n2nnc3c(=O)n(CC(=O)Nc4ccc(C)cc4)cnc32)c1	5	-1	-11	-1	23	-1	-3	0.6	0
CC(C)c1ccc(Oc2cccc3c2S(=O)(=O)N(C2CCCC2)CC(COCc2ccccc2)O3)cc1 (configuration not stated)	-7	-6	-2	-2	6	0	12	0.4	0
Cc1ccc(C)c(S(=O)(=O)c2c(N)n(/N=C/c3ccco3)c3nc4ccccc4nc23)c1	9	-3	-13	1	-2	0	4	-0.4	4
Cn1nccc1C(=O)N/N=C/c1ccccc1[N+](=O)[O-]	6	-2	-7	-6	-1	2	1	0.6	1
O=C(CCCN1C(=O)S/C(=C\C=C\c2ccccc2)C1=O)Nc1ccc(C(=O)O)cc1	-16	3	-10	4	3	-2	7	0.0	1
O=C(COC(=O)/C=C/c1cccs1)NC(=O)Cc1ccccc1	4	-2	-7	4	21	-2	10	0.0	0
CCCCOC(=O)CSCC(=O)N1N=C(c2cccs2)CC1c1ccc(F)cc1 (configuration not stated)	-2	-3	-9	-1	20	-6	-1	2.0	-1
CCn1c(C)nc2cc(C(=O)N/N=C/c3ccc(OC)c(O)c3)ccc21	-3	-2	-13	6	19	2	-3	1.3	0
CCCCCCC1C(C#N)=C(N)OC2=C1C(=O)CC(C)(C)C2 (configuration not stated)	-5	0	-8	-3	15	1	0	0.3	1
CC1CN(c2nc3ccccn3c(=O)c2/C=C(\C#N)C(=O)N2CCOCC2)CC(C)O1 (configuration not stated)	-5	12	-13	-6	12	6	-22	0.0	3
COc1ccc(-c2cc(=O)c3cc(OC)ccc3o2)cc1	-7	-5	1	3	-10	2	3	-0.1	0
O=C(c1ccccc1)c1cccc(NC(=O)c2ccc(Br)o2)c1	-4	-7	3	-10	12	-6	-3	1.6	4
Nn1c(Nc2ccccc2)nc2sc3c(c2c1=O)CCC3	-1	0	20	1	-8	3	2	0.4	6
COc1ccc(S(=O)(=O)Nc2c(C)c(C)cc3c2ncn3C)cc1	9	0	-10	-5	22	-4	7	1.5	1
CNS(=O)(=O)c1cccc(C(=O)OCC(=O)N2CCN(C(=O)c3ccco3)CC2)c1	-2	6	-14	19	23	2	7	1.4	1
O=S(=O)(c1ccccc1)N1CCN(C/C=C/c2ccccc2)CC1	1	-7	-7	-5	-1	-3	4	4.8	6
CCn1c2ccccc2c2cc(NC(=O)c3cc(OC)cc(OC)c3)ccc21	0	-1	3	1	12	-4	-5	0.1	-1
